E-sel TNF inh – E-selectin induction blockers in HUVEC – imaging, immunofluorescence, high content, primary screen; HUVEC TNFa-induced E-selectin immunofluorescence; inhibition, % at 2 µM; 120,000 tested, 0.71% active;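 active = inhibition above the batch mean plus 3 SD, and confirmed as a hit on visual image review, cut at about 43% in these data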;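 also: 0% = TNF-stimulated DMSO wells and 100% = unstimulated control wells; not every result past the cut was called active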
Phagocyt inh – inhibitors of macrophage phagocytosis, primary screen, imaging, J774A.1 cells, IgG beads | inhibition, % at 5 µM | 110,000 tested, 0.07% active | J774A.1 macrophage IgG-bead phagocytosis;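 active = inhibition above the mean of the plate negative controls plus 5 SD, cut at about 13% in these data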;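 also: phagocytic index as fraction of beads internalized from green versus red external bead signal; plate controls were DMSO negative control for no effect and cytochalasin-D positive control for full effect; some results beyond the cut were filed as inactive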
BB579 growth dn – growth inhibitors of yeast BB579 in restrictive medium, primary screen, yeast lifespan-shortening project, S. cerevisiae; 140,000 tested, 0.51% active; OD615, 48 h; AID 804, 2007; inhibition, % at 10 µM;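 active = inhibition above a set limit, 3 SD over the mean compound inhibition, cut at about 44% in these data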; also: inactives centre near -24
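Test system: Saccharomyces cerevisiae DeaD strain BB579, replicative lifespan model yeast | Buffer or medium: Restrictive CSMM-D medium | Doses: One dose, 10 µM compound with 0.25% DMSO | Incubation: 48 h exposure, 30 °C | Detection: Culture absorbance at 615 nm | Control set: Amphotericin B at 10 µg/mL as positive control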
MRP-1 activ – H69AR viability gain despite doxorubicin, primary screen, MRP-1 activator project, H69AR cells, CellTiter-Glo; viability rescue; viability increase, % at 10 µM; 140,000 tested, 0.61% active;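 active = viability gain under doxorubicin at or above a set limit, the compound median plus 3 SD, cut at about 4.7% in these data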;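 also: MRP-1 overexpressing cells given doxorubicin 25 µM after compound pretreatment; 18-22 h compound pretreatment then 72 h with doxorubicin before readout; 0% = doxorubicin-only wells and 100% = vehicle-treated cells without doxorubicin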
bCat KO growth – primary screen for growth suppressors in beta-catenin knockout HCT116 cells (colon tumor, human) | HCT116 beta-catenin knockout viability, CellTiter-Glo, 60 h; active compounds read low | viability, % at 10 µM | 140,000 tested, 1.5% active;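 active = viability at or under a set limit, the compound median less 4 SD, cut at about 6% in these data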;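 also: 0% = Hyamine 1622 control at 20 µM and 100% = untreated cell control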
HCT116 PTEN-null – growth suppression of PTEN-null HCT116, primary screen, cell-based, CellTiter-Glo | 140,000 tested, 1.2% active | viability, % at 10 µM | HCT116 PTEN-null viability, 60 h; active compounds read low;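 active = viability at or below a set limit, 4 SD under the median of all tested compounds, cut at about 3.7% in these data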;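 also: PTEN knockout HCT116 line with beta catenin targeted HCT116 as companion control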
NPY-Y2 antag – NPY-Y2 receptor antagonists, primary screen, cell-based. 140,000 tested, 0.99% active. NPY-Y2 expressing cells, antagonist mode. AID 793, 2007. inhibition, % at 2.7 µM. Neuropeptide Y receptor type 2 (Homo sapiens), P49146; in the data active = inhibition above about 17%;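 also: 0% = vehicle with agonist challenge and 100% = reference antagonist with challenge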
Target sequence (P49146 whole entry, looked up): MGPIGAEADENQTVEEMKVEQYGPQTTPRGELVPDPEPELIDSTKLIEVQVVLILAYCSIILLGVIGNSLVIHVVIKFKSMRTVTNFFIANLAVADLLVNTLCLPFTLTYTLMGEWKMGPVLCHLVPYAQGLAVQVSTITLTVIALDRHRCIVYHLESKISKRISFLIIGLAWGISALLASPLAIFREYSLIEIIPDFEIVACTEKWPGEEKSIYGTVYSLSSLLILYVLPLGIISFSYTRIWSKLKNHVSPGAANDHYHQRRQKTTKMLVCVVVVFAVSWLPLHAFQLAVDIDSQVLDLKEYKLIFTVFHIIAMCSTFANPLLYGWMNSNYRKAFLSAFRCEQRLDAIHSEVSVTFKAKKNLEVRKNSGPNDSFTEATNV
Yeast life ext – compounds extending yeast replicative lifespan, primary screen, S. cerevisiae, OD615; AID 775, 2007; inhibition of the nicotinamide effect, % at 10 µM; S. cerevisiae growth with nicotinamide; deaD strain in restrictive glucose medium; 130,000 tested, 0.68% active;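 active = inhibition above a set limit, placed 3 SD over the median of all compounds, cut at about 26% in these data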;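 also: 0% = nicotinamide-treated wells and 100% = cells grown without nicotinamide; some compounds called inactive have numbers as strong as hits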
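Assay system: engineered S. cerevisiae DeaD replicative-lifespan strain, galactose-grown log-phase cells; Buffer or medium: CSMM-D glucose medium, restrictive; Probe or stimulus: nicotinamide 1.5 mM; Compound: single dose 10 µM compound, 0.25% DMSO; Schedule: 4 h preincubation then 48 h treatment at 30 °C; Technique: OD615 measurement.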
GALR2 antag – GALR2 antagonists in receptor-expressing cells, primary screen. Galanin receptor type 2 (Homo sapiens), O43603. inhibition, % at 4 µM. antagonist mode. 140,000 tested, 0.39% active; in the data active = inhibition above about 27%;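 also: cells stimulated with galanin 1-16 at roughly its EC80; 0% = agonist challenge control and 100% = basal control without agonist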
Target sequence (O43603 whole entry, looked up): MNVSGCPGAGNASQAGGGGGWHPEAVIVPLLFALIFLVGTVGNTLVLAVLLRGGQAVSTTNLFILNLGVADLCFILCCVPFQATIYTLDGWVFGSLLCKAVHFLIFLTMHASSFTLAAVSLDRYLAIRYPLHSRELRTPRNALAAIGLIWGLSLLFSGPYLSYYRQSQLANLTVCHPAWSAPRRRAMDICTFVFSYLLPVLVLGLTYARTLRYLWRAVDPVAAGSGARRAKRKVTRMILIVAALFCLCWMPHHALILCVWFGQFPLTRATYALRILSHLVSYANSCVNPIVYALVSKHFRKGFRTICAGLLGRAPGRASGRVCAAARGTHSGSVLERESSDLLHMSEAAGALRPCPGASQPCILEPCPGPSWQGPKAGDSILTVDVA
Measles CPE – compounds protecting cells from measles virus cytopathic effect, primary screen, measles RdRp inhibitor project, single point, MLSMR library, absorbance | Measles virus-infected cells, CPE protection | protection (pct of control), % at 4 µM | 140,000 tested, 1.5% active | AID 841, 2007; in the data active = protection mostly above about 24%, no sharp cut-off; inactive = mostly below about 26%; also: some compounds called inactive have numbers as strong as hits
Active calls of the source: *; nt = not tested or not shown. No enrichment for hits, and some 6.3% of all compounds hit somewhere here.

SMILES,E-sel TNF inh,Phagocyt inh,BB579 growth dn,MRP-1 activ,bCat KO growth,HCT116 PTEN-null,NPY-Y2 antag,Yeast life ext,GALR2 antag,Measles CPE
CN1/C(=C\C(=O)CN2C(=O)NC3(CCCCCC3)C2=O)C(C)(C)c2ccccc21,7,0,-61,-1.3,27,32,12,-7,6,14
CCc1nnc(NC(=O)CSc2nnc(Cc3cccn3C)n2C)s1,1,nt,-3,2.8,98,100,3,0,6,7
Cc1nc(-c2ccccc2O)n(-c2ccccc2)n1,10,0,-90,-0.8,96,98,0,-1,-1,12
O=C(Nc1ccon1)c1cc2ccccc2oc1=O,-18,2,-30,-0.8,100,104,-3,-15,-7,7
CC(=O)N(C)c1ccc(NS(=O)(=O)Cc2ccccc2)cc1,-9,2,-35,0.3,95,95,1,-11,4,11
Cc1c(O)c2c3c(cccc3c1O)C(=O)N(c1ccccc1)C2=O,-5,-4,-29,-1.5,89,93,1,-4,8,18
CCOC(=O)Cn1cnc(-c2ccc([N+](=O)[O-])cc2)c1,nt,1,-21,0.0,98,104,1,-5,-5,5
CCCN(CCC)S(=O)(=O)c1ccc(NS(C)(=O)=O)cc1,-12,0,-35,-2.5,94,86,3,-10,-1,12
COc1cc(CNC2CCCC2)cc(OC)c1OC,4,-2,-3,0.3,107,102,0,-3,-3,3
O=C1c2ccccc2C(Nc2ccc(S(=O)(=O)N3CCOCC3)cc2)N1c1ccccn1 (centres undefined),nt,0,-44,-0.9,86,86,5,-8,-8,6
Cc1c(Cl)cccc1NC(=S)N1CCN(Cc2ccccc2)CC1,-1,nt,-37,-1.9,97,103,-1,-20,-2,15
Cc1ccc(C(C(=O)NC(C)(C)C)N(Cc2cccs2)C(=O)c2ccc3c(c2)OCCO3)cc1 (centres undefined),nt,-2,-22,-2.9,56,58,2,2,-16,10
Cc1ccccc1-n1nc2c(c1NC(=O)/C=C\c1ccc3c(c1)OCO3)CSC2,19,nt,-12,0.0,93,83,2,-3,0,9
Cc1ccc2c(c1)-c1cc(C)nn1C(c1ccc3c(c1)OCO3)N2 (centres undefined),5,0,-38,-0.3,94,73,2,-26,0,4
Cc1ccc2[nH]c(=O)c(COC(=O)c3ccccn3)cc2c1,-2,-1,-25,-0.6,97,103,0,-9,4,19
Cc1cnc(NC(=O)c2ccc(-c3nc4ccccc4s3)o2)s1,nt,-1,-30,-4.2,99,90,7,-10,6,18
Cc1ccc(C(C)C)cc1OCCN1CCCC1,8,-3,-9,-2.2,91,110,7,3,-1,4
CCOC(=O)c1c(NC(=O)c2cccs2)sc(C)c1C,-8,-1,-19,-2.3,95,95,0,-1,5,4
CCN(c1ccccc1)S(=O)(=O)c1cccc(C(=O)OCc2nc3sc(C)c(C)c3c(=O)[nH]2)c1,22,-12,-42,0.1,103,95,2,6,-24,27
CC1(C)NC(=O)N(CCCSc2ccc(Cl)cc2)C1=O,-26,-1,-46,-0.3,96,94,-1,-3,-194,7
CN1CCc2cc3c(c4c2C1CC41CCC(=NO)CC1)OCO3 (centres undefined),30,1,-21,-2.8,99,107,3,-23,2,3
CN1C(=S)SC(C)(C)C1NO (centres undefined),31,nt,-69,0.5,95,100,4,0,10,11
O=C(CP(=O)(c1ccccc1)c1ccccc1)Nn1cnnc1,nt,nt,-16,0.3,106,96,2,-15,4,19
COc1ccnc(N2CCN(c3cccc(C(F)(F)F)c3)CC2)c1C#N,39,0,-25,-0.4,96,82,0,14,3,10
CCOc1ccc(N(C(C)C(=O)NN=C2CCCCCCC2)S(C)(=O)=O)cc1 (centres undefined),3,0,-24,-0.5,91,94,0,0,4,8
COC(=O)c1cc(Cl)c(NC(=O)c2cc(OC)c(OC)c(OC)c2)cc1OC,0,1,-36,-1.8,92,102,2,-5,7,8
N#C/C(=C\c1ccc(F)c(F)c1)C(=O)NC1CCCCC1,-6,-6,-20,-5.8,46,39,2,-1,-14,9
COCCn1c(SCC(=O)NNC(=O)c2ccccc2)nc2ccccc2c1=O,-5,-8,-23,-1.6,87,104,2,4,-4,4
Cc1cccc(NC(=S)NN2CCN(C)CC2)c1,9,2,-46,-0.9,94,101,-3,-18,-9,18
N#Cc1c(NC(=O)CSc2ncnc3sccc23)oc(-c2ccco2)c1-c1ccco1,-9,0,-51,-1.0,26,49,9,-9,-7,nt
Cc1ccc(C2N(c3nccs3)C(=O)C3CCCN32)cc1 (centres undefined),8,-3,-35,-1.1,97,100,3,-7,-4,2
C/C(=N\N1CCN(c2ccccc2)CC1)c1ccco1,nt,2,-39,-0.1,95,99,0,-2,-3,4
COc1ccc(-n2ccnc2SCC(=O)Nc2ccc(OC)cc2OC)cc1,-4,nt,-54,-2.8,95,88,1,-22,-1,29
S=C(N/N=C1\C2CN3CCN(C2)CC1(c1ccccc1)C3)Nc1ccccc1,nt,nt,-32,-1.9,89,96,0,-2,-12,12
CS(=O)(=O)N(Cc1ccccc1)c1ccc(C(=O)NN=C2CCCCCC2)cc1,nt,-3,11,-0.4,105,102,3,3,-5,35
COC(=O)C1Cc2c([nH]c3ccccc23)C(C)N1 (centres undefined),nt,0,-58,0.7,97,100,1,-7,4,13
Cc1ccc(CN2CCSc3ccc(C(=O)N4CCN(c5ncccn5)CC4)cc32)cc1,-33,1,-57,-2.8,28,44,8,51,-3,17
CC1=C(C(=O)Nc2ccc(C)cc2C)C(c2cccc(Cl)c2)n2nc(C(=O)OC(C)C)nc2N1 (centres undefined),8,nt,-64,-1.0,86,95,0,0,-10,15
C=CCNC(=O)CSc1nnc(-c2cccs2)o1,-27,0,-1,-5.8,57,39,1,-6,2,14
COc1ccccc1C(CCNS(=O)(=O)c1ccc(C)cc1)c1ccco1 (centres undefined),nt,-8,-15,-2.3,87,82,3,0,0,16
Cc1cc(C)c(S(=O)(=O)NCC23C=CC(O2)C2C(=O)N(c4ccccc4)C(=O)C23)c(C)c1 (centres undefined),1,nt,-16,-3.2,98,90,0,-20,-2,10
CCOC(=O)CC(=O)CSc1nc(-c2cccnc2)cc(C)c1C#N,nt,nt,-20,0.5,104,92,6,-12,-1,16
COc1ccc(C2CC(c3ccccc3C)n3nc(N)nc3N2)cc1 (centres undefined),4,0,-7,-0.2,92,101,2,-12,8,5
COc1cccc(-c2csc(N3CCN(C(=S)Nc4ccccc4OC)CC3)n2)c1,-37,-1,-36,-2.7,83,94,1,-27,13,5
Cc1cnn(-c2cc(N/N=C/c3ccccc3)ncn2)c1,3,3,-49,1.6,100,91,-1,-25,-20,11
CCN(CC)C(=O)CSc1nnc(-c2cnccn2)n1-c1ccc(C)cc1,41,0,-22,-1.1,98,96,-4,-13,1,30
COc1cccc(-c2nnc(SCc3nc4ccccc4s3)n2C)c1,nt,-1,-55,-3.0,87,81,2,-6,8,7
C=CCN1CN(S(=O)(=O)c2cccs2)c2nc3ccccc3nc21,nt,-1,-27,-1.1,77,92,1,-8,4,8
CN(CC(=O)Nc1cccc2ccccc12)c1ccc(S(=O)(=O)N2CCOCC2)cn1,20,-1,-61,-1.3,96,102,4,-7,12,6
O=C(O)CCc1ccc(-c2cccs2)n1-c1ccc(C(=O)O)cc1,nt,0,31,-0.7,96,94,2,6,4,1
Clc1ccc(CSc2nc3ccncc3[nH]2)cc1,3,nt,-28,2.0,42,42,0,-7,13,6
NC(=O)c1ccccc1NC(=S)NC(=O)c1ccc(Br)o1,nt,1,-49,-0.8,80,76,0,1,15,13
COc1cc(OC)nc(NC(=S)NC(=O)c2ccccc2)n1,-9,-11,-15,-3.2,87,91,3,-2,-2,1
CCOC(=O)c1c(NC(=O)c2ccoc2C)sc(C)c1C,19,-3,-17,1.7,89,90,6,-4,-5,22
CCOc1cccc(OCCOCCN2CCCC2)c1,-33,-1,-1,-1.1,101,101,1,-5,13,7
N#Cc1nc(-c2ccc(OCc3ccccc3)cc2)oc1NCCCn1ccnc1,nt,0,6,-3.3,67,44,2,-27,-7,3
Cc1c(NC(=O)OCCSc2nc(N(C)C)nc(N(C)C)n2)sc(=S)n1C,-20,0,-40,-1.1,93,83,3,4,0,5
COC(=O)C1CCN(C(=O)CSc2nnc(-c3ccncc3)o2)CC1,-13,0,6,0.7,96,95,0,-1,-4,5
COCCN(CCOC)S(=O)(=O)c1ccc(C(=O)Nc2nc(-c3ccncc3)cs2)cc1,34,0,-23,-2.1,86,71,0,-13,-2,9
O=C(c1cccs1)N1CCC2(O)CCCCC2C1c1ccc(F)cc1 (centres undefined),nt,-9,11,-3.1,92,101,3,2,-14,3

(next part)
SMILES,E-sel TNF inh,Phagocyt inh,BB579 growth dn,MRP-1 activ,bCat KO growth,HCT116 PTEN-null,NPY-Y2 antag,Yeast life ext,GALR2 antag,Measles CPE
CCN(CC)c1ccc(NC(=O)c2cnc3ccccn3c2=O)c(C)c1,-27,3,-36,0.2,47,57,1,-1,-5,12
OC(COc1ccc(Cl)c2ccccc12)CN1CCN(c2ccccn2)CC1 (centres undefined),-15,-1,-32,-6.7,54,64,15,-28,1,4
COc1cccc(NC(=O)CN2C(=O)C(c3ccc(C)cc3)=NC23CCCCCC3)c1,-4,-1,13,-1.6,100,102,6,-1,-3,5
O=C(O)c1ccc(O)c(N2C(=O)Nc3ccccc3N2O)c1,nt,nt,-6,0.1,103,104,-2,42,16,12
CC12CC3(C)CC(C)(C1)CC(NC(=O)N1CCCC1)(C2)C3,5,0,41,2.6,70,64,8,-5,-6,7
N[C@@H](C(=O)N[C@@H]1C(=O)N2C(C(=O)O)=C(Cl)CS[C@H]12)c1ccccc1,nt,nt,-10,0.2,92,102,-1,-4,1,13
CC(C)CCOc1ccc(C2=NNC(=O)CC2)cc1,nt,-9,-42,2.0,90,86,42*,1,-1,34
Cc1cc(=O)n2c3ccccc3n(CC(O)CN3CCC(C)CC3)c2c1C#N (centres undefined),nt,nt,-17,-1.0,72,79,8,0,0,8
COc1cccc(-c2nc(N3CCN(c4ccccc4)CC3)c3ccccc3n2)c1O,16,nt,-46,-2.8,88,79,2,1,7,7
